Screens as filed in PubChem BioAssay.
DAGLB inhibitor = blocks human DAGLB lipase activity; Q8NCG7; HEK293T DAGLB membrane lysate, EnzChek fluorogenic substrate; inhibition, % at 5.17 µM; hit rate 0.059% among 340,000; AID 504411; in the data active = inhibition above about 34%;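 also: 0% = enzyme with vehicle and 100% = wells lacking enzyme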
Target sequence (Q8NCG7 whole entry, looked up): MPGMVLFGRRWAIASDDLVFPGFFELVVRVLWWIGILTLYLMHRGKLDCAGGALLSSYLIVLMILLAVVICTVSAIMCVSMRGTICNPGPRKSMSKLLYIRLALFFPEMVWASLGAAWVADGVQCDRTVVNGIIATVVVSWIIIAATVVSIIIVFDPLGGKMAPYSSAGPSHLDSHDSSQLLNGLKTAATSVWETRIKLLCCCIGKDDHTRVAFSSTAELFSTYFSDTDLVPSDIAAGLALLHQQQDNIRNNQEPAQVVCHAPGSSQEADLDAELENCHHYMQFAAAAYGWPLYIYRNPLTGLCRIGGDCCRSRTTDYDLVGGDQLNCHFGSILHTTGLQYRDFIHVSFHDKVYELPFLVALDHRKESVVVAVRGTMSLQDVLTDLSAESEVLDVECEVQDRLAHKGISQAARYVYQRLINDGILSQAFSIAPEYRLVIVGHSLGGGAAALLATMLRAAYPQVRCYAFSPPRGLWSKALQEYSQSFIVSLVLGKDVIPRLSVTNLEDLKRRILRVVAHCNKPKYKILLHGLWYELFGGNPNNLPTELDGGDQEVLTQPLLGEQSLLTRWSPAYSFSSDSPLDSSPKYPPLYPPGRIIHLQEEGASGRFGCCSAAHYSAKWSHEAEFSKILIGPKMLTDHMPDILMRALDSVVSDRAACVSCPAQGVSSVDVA
SR-BI DiI-HDL act = SR-BI HDL lipid transfer activation | CHO ldlA[mSR-BI] cells, DiI-HDL uptake fluorescence, 3 h; 100 = double the neutral-control signal | hit rate 0.096% among 320,000 | activation, % at 12.5 µM;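 active = mean replicate activation of at least 60% and every replicate at or above 60%; inconclusive = mean or all-replicate condition met, but not both; inactive = mean below 60% and not all replicates reaching 60%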;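 also: 0% = median plate neutral-control signal and 100% = twice that signal; values of inactives mirror those of a sister screen read the other way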
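Test system: SR-BI-overexpressing, LDLR-lacking CHO cells; Also added: labelled HDL, 10 µg/mL; Measured by: bottom-read cell fluorescence after medium removal, ex 550/em 595 nm; Timing: 3 h uptake period with compound, 37 °C; Buffer or medium: F12, 0.5% BSA, 25 mM HEPES; Doses: single compound concentration, delivered by pin transfer.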
LANA DNA inh = inhibitors of KSHV LANA C-terminal domain DNA binding | MBP-C-LANA/FAM-LBS DNA binding, fluorescence polarization | inhibition, % at 9 µM | hit rate 0.078% among 340,000 | AID 504423;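 active = highest replicate inhibition at or above 60% at 9 µM, even if other replicates fall short; inactive = all replicates below 60% inhibition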;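 also: 0% = neutral control wells and 100% = 4 µM acridine orange control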
SR-BI DiI inh = mouse SR-BI HDL lipid transfer inhibition. ldlA[mSR-BI] CHO cells, DiI-HDL uptake fluorescence, 3 h. inhibition, % at 12.5 µM. hit rate 0.96% among 320,000;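 active = mean replicate inhibition of at least 70% and a set share of replicates each scoring 70 or more; inconclusive = meets just one of the two criteria; inactive = fails both criteria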;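 also: 0% = median of neutral control wells and 100% = median of positive control wells; values of inactives mirror those of a sister screen read the other way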
RTF Ca sens inh = cardiac RTF calcium desensitization. hit rate 0.12% among 340,000. AID 493244. inhibition, % at 7.15 µM. P19429+P45379. IANBD-labeled cardiac RTF, Ca2+ fluorescence;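 active = inhibition above the mean inhibition of all tested compounds plus 3 SD, cut at about 17% in these data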;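 also: assay run at fixed EC70 calcium of 1.6 mM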
PKA-R2B act = activates the human PKA-R2B holoenzyme complex. PKA-R2B holoenzyme dissociation, Cy5-IP20 fluorescence polarization; R2B truncated from residue 108, S112A mutant; 0% DMSO only, 100% 113 µM cGMP. AID 504700. activation, % at 11.4 µM. hit rate 0.079% among 340,000;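 active = activation above a cutoff set at the mean over all compounds plus 3 SD, cut at about 18% in these data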;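 also: higher means more holoenzyme dissociation and a rise in polarization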
Target sequence (P31323 whole entry, looked up, other chains not shown, the tested form may be a part): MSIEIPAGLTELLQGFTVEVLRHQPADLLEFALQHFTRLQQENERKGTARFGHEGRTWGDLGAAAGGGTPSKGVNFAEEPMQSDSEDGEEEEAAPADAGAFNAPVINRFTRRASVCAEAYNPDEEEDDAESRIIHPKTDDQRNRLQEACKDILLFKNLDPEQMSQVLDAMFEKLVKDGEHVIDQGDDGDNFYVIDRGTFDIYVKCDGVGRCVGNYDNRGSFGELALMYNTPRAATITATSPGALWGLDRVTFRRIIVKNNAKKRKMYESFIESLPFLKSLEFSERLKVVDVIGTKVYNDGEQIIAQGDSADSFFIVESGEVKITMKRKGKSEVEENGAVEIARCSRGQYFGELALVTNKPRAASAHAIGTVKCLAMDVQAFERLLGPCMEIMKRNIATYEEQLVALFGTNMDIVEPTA
PvdQ inh = P. aeruginosa PvdQ acylase inhibition | purified PvdQ acylase, fluorescence plate reader | inhibition, % at 10 µM | hit rate 0.063% among 340,000; in the data active = inhibition above about 30%, passing the limit was not always enough; inconclusive = no clear call, values can overlap the other calls;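 also: 0% = vehicle neutral wells and 100% = reference inhibitor wells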
NSD2 inh = blocks human histone methyltransferase NSD2. inhibition, % at 12.5 µM. NSD2 peptide methylation, AlphaScreen, 120 min. hit rate 0.54% among 310,000; in the data active = inhibition above about 50%
Arr AP2 block = blocks beta-arrestin peptide binding to AP2 adaptin; FITC-arrestin peptide / GST-AP2 beads, flow cytometry; AP2 beta2 appendage carries R879A mutation; hit rate 0.31% among 340,000; inhibition, % at 10 µM;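 active = inhibition above a set limit, near 3 SD of compounds lacking own fluorescence, cut at about 54% in these data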;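 also: plate controls were DMSO wells for no effect and 5 µM unlabelled arrestin peptide for full effect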
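test system = AP2 appendage R879A on GSH beads | buffer or medium = PBS plus Tween 20 (0.05%) and BSA (0.1%) | incubation = 12 min plus 1 h, RT | detection = bead flow cytometry, FITC channel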
Keap1 Nrf2 FP = inhibitors of human Keap1-Nrf2 protein-protein interaction | Q14145 | Keap1 Kelch-Nrf2 peptide fluorescence polarization, 1536-well | inhibition, % at 9.4 µM | hit rate 0.15% among 340,000; in the data active = inhibition above about 12%; inconclusive = no clear call, values can overlap the other calls; inactive = below about 7.3%;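 also: human Keap1 Kelch domain with fluorescein labeled Nrf2 9mer peptide probe; 0% = neutral control wells and 100% = peptide positive control; higher means more block of Keap1 binding to Nrf2 peptide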
The depositor's hits bear a star; ? = inconclusive; . = not tested or not shown; & = joins results of further samples; ! = not active in a repeat.

SMILES | DAGLB inhibitor | SR-BI DiI-HDL act | LANA DNA inh | SR-BI DiI inh | RTF Ca sens inh | PKA-R2B act | PvdQ inh | NSD2 inh | Arr AP2 block | Keap1 Nrf2 FP
O=C(c1ccco1)N1CCN(C(c2ccccc2Cl)c2nnnn2Cc2cccs2)CC1 (stereo not drawn) | 0 | 3 | 3.1 | -3 | -2 | -2 | -2 | . | 11 | 4
S=c1[nH]nc(SCc2ccccc2)c2[nH]cnc12 | -1 | -20 | -0.5 | 20 | 2 | 2 | 5 | 1 | 30 | -5
COc1ccc(OC)c(N(/C(N)=N/c2nc(C)cc(C)n2)S(=O)(=O)c2ccc(NC(C)=O)cc2)c1 | -1 | . | 0.0 | . | 5 | -10 | 5 | . | 2 | -2
Clc1ccc(Cn2nnc3ccccc32)cc1 | -5 | 26 | 7.3 | -26 | -2 | -3 | -18 | -2 | 7 | -4
CN1C(=O)C(C)(C)c2cc(S(=O)(=O)N3CCC(C(=O)NCc4ccc(F)cc4)CC3)ccc21 | 1 | -2 | 0.0 | 2 | -7 | 2 | 2 | . | 13 | -1
CC(C)c1ccc(C(=O)NNC(=O)C2CC=CCC2C(=O)O)cc1 (stereo not drawn) | -3 | 3 | -0.1 | -3 | 3 | -7 | -2 | 0 | 2 | -1
CC(C(=O)O)c1ccc(-c2ccccc2)c(F)c1 (stereo not drawn) | 4&2 | 7&5&-3 | 0.7&-6.4 | -7&-5&3 | 8&11 | 21*! | -2&10&1 | . | 6&17 | -4&3
Cc1ccc(C)c(Cn2nnc3c(=O)[nH]c(C(=O)Nc4ccc(F)cc4)nc32)c1 | 15 | 2 | -2.7 | -2 | 4 | 3 | -8 | 0 | 9 | -3
O=C(CSc1nc2ccccc2c(=O)[nH]1)c1ccc(O)cc1O | -1 | 15 | -1.4 | -15 | -1 | -2 | 3 | 0 | 22 | -4
O=c1c2ccccc2nc2n1C(CSc1ccc(F)cc1)CS2 (stereo not drawn) | 0 | 15 | -1.3 | -15 | 2 | 0 | -7 | -3 | 14 | -2
NC(=O)C[n+]1cccc(/C=N/O)c1 | 3 | 13 | -0.1 | -13 | 1 | -4 | -12 | -2 | -12 | 5
Cc1ncn(-c2ccccc2)c1-c1ccccc1 | -2 | 6 | -0.6 | -6 | -13 | -4 | -7 | . | -7 | 2
Cc1oc(CC(C)C)c(CN2CCCC2)c1C(=O)O | 1 | 27 | 0.2 | -27 | -1 | -8 | -13 | 1 | 4 | 4
Cc1ccc(S(=O)(=O)NCc2ccco2)c(C)c1C | 4 | 5 | 0.7 | -5 | 5 | -3 | -3 | 7 | 4 | -14
CC1(C)CC(NC(=O)C(C)(C)Oc2ccc(Cl)cc2)CC(C)(C)N1 | -3 | . | 0.9 | . | -1 | 0 | 0 | -2 | 40 | -3
CC(C)CC(C(=O)N1CCc2ccccc2C1)N1C(=O)c2ccccc2C1=O (stereo not drawn) | 2 | -25 | 2.4 | 25 | -3 | 2 | -10 | -1 | 1 | -1
Cc1cc(C)c(S(=O)(=O)Nc2nccs2)c(C)c1 | 2 | -5 | 0.6 | 5 | -1 | 8 | -8 | 2 | 5 | 8
COCCCNC(=O)Cn1c(=O)oc2cc(S(=O)(=O)N3CC(C)CC(C)C3)ccc21 (stereo not drawn) | 3 | 14 | 2.0 | -14 | -6 | 10 | -12 | -4 | 18 | -1
Cn1c(=O)c2c(nc3n2CC(COc2ccc(Cl)cc2)O3)n(C)c1=O (stereo not drawn) | -3 | ? | -1.9 | -112 | -3 | -5 | -15 | -1 | -2 | -1
COc1ccc(C2C(C(=O)NCc3cccnc3)c3ccccc3C(=O)N2C)cc1OC (stereo not drawn) | 3 | 7 | -0.8 | -7 | -9 | -7 | -5 | . | -5 | 3
CSc1ccc(CNC(=O)Cn2nc(C)c3c(C)n(-c4ccc(C)cc4)nc3c2=O)cc1 | 1 | 19 | -3.7 | -19 | 0 | 0 | 3 | 5 | -8 | 0
Cc1ccc(S(=O)(=O)C2(S(=O)(=O)c3ccc(C)cc3)CCCC2)cc1 | -7 | -4 | 0.4 | 4 | 1 | -7 | 5 | -1 | 12 | 3
CCOC(=O)C1=C(C)Nc2ccccc2N=C1NC(=O)C(c1ccccc1)c1ccccc1 | -1 | 19 | 4.5 | -19 | -11 | -6 | -5 | -3 | 38 | 1
COc1ccc2[nH]cc(C(=O)CN(C)CCc3ccc(OC)c(OC)c3)c2c1 | 0 | 10 | -0.5 | -10 | -5 | -4 | -14 | . | 9 | 2
C=Cn1cc[n+](CC(=O)C(C)(C)C)c1 | 0 | 8 | 0.5 | -8 | 9 | 0 | -4 | -3 | -3 | 0
O=C(NC1CCCCCC1)c1ccc(N2CCCC2=O)cc1 | 2 | -9 | 2.2 | 9 | 1 | -1 | -7 | -6 | 8 | 1
CCc1ccc(Nc2ncc3c(n2)CC(c2ccc(OC)cc2)CC3=O)cc1 (stereo not drawn) | -3 | -31 | 0.7 | 31 | -2 | 4 | -5 | 4 | -6 | -2
Cc1ccccc1OCC(=O)NNC(=S)NC(=O)c1ccco1 | 5 | 11 | -0.1 | -11 | -10 | -4 | -10 | 2 | -3 | -2
COc1ccc(OC)c(N(CC(=O)NN=C2CCN(C)CC2)S(=O)(=O)c2ccccc2)c1 | 2 | . | 0.7 | . | 0 | 6 | -15 | 8 | -21 | -3
Cc1cc(C(=O)COC(=O)c2n[nH]c(=O)c3ccccc23)c(C)n1C | 2 | -27 | -0.7 | 27 | 11 | -12 | -5 | 0 | -1 | -1

Reprinted from the part before: 2 compounds, then new ones.
SMILES | DAGLB inhibitor | SR-BI DiI-HDL act | LANA DNA inh | SR-BI DiI inh | RTF Ca sens inh | PKA-R2B act | PvdQ inh | NSD2 inh | Arr AP2 block | Keap1 Nrf2 FP
COc1ccc(OC)c(N(CC(=O)NN=C2CCN(C)CC2)S(=O)(=O)c2ccccc2)c1 | 2 | . | 0.7 | . | 0 | 6 | -15 | 8 | -21 | -3
Cc1cc(C(=O)COC(=O)c2n[nH]c(=O)c3ccccc23)c(C)n1C | 2 | -27 | -0.7 | 27 | 11 | -12 | -5 | 0 | -1 | -1
CC(C)OCCCNC(=O)c1cc(S(=O)(=O)N2CCc3ccccc32)cn1C | -3 | 9 | 1.0 | -9 | 1 | 12 | -7 | . | 1 | -7
O=C(NCc1ccccc1)c1cc(S(=O)(=O)N2CCC3(CC2)OCCO3)ccc1F | -1 | 1 | -1.4 | -1 | 5 | 0 | -8 | -4 | 2 | 4
CC(C)CSc1ccc(S(=O)(=O)NCC(=O)O)cc1[N+](=O)[O-] | 2 | 16 | 0.0 | -16 | -4 | 19* | 2 | -2 | 25 | 3
COC(=O)CNc1nc(OC)nc(N(C)C)n1 | -2 | 15 | -1.2 | -15 | -3 | -1 | -16 | 1 | 3 | -3
Cc1ccc(C(=O)c2ccccc2C(=O)OCC(=O)NC(=O)NC(C)(C)C)cc1 | -1 | 13 | -1.1 | -13 | -4 | -20 | -17 | -3 | 13 | 1
Cc1ccc(SCC(=O)OC(C)C(=O)NC2CCCCC2C)c(C)c1 (stereo not drawn) | -4 | 14 | -1.5 | -14 | -16 | -2 | -14 | 0 | 2 | -5
C/C(CC(=O)Nc1ccccc1C#N)=N\NC(=O)c1ccncc1 | 0 | 12 | -0.5 | -12 | -18 | 5 | 12 | -3 | 2 | -1
Cc1nc(N2CCCCC2)c2sc(=S)n(C)c2n1 | -2 | 6 | 1.4 | -6 | -1 | 8 | -3 | . | 9 | -1
Cc1cc(Cl)ccc1OC(C)C(=O)NNC(=O)C1CCCCC1C(=O)O (stereo not drawn) | 1 | -3 | -0.4 | 4 | -3 | -5 | 5 | -2 | 0 | -2
O=C(COc1ccccc1)N1CCN(c2ccc([N+](=O)[O-])c(N3CCCCC3)c2)CC1 | 5 | -24 | -0.5 | 24 | -2 | 5 | 7 | 4 | 0 | 2
COc1ccc(C(=O)NC(NC(=O)c2ccc(OC)cc2)c2ccccc2F)cc1 | -1 | 7 | -0.4 | -7 | 0 | -11 | 11 | -5 | 17 | 1
CC1=CC(C)C2(COC(c3ccc[n+](C)c3)OC2)C(C)C1 (stereo not drawn) | -2 | -3 | 0.0 | 3 | -2 | -9 | -14 | 3 | 12 | -3
O=S(=O)(Nc1ccc(Br)cc1)c1cccc(NS(=O)(=O)c2cccs2)c1 | 3 | 7 | 2.6 | -7 | 0 | -6 | 3 | 8 | 5 | 1
Cc1ccc(C(=O)COc2cccc(NC(=O)c3ccco3)c2)cc1 | -2 | 5 | 1.0 | -5 | -6 | 8 | -10 | 0 | 3 | -4
COc1ccccc1-c1cc(C2CC2)nc(N)c1C#N | -5 | -2 | -2.3 | 2 | -10 | 1 | -10 | -1 | 1 | -3
Cc1cccc(OCCC(=O)Nc2ccc(C)c(S(=O)(=O)N3CCCCC3)c2)c1 | -11 | -8 | 1.7 | 8 | -6 | -14 | -27 | -1 | -15 | -4
Cn1nc(-c2ccc(Cl)cc2)c2cc(C(=O)N3CCN(c4ccccn4)CC3)sc21 | -3 | -1 | 1.0 | 1 | -10 | -2 | -11 | . | 16 | -1
CC(=O)Nc1ccc(S(=O)(=O)Nc2ccccc2C(=O)N2CCOCC2)cc1 | 0 | 20 | -1.2 | -20 | -10 | -13 | -5 | -3 | -6 | -3
O=C(NNC(=O)c1ccccn1)c1cccc([N+](=O)[O-])c1 | 1 | 6 | -0.6 | -6 | -5 | 8 | -15 | -16 | 15 | 0
Cc1cccc(C)c1NC(=O)COC(=O)c1ccc(N2CCCC2)c([N+](=O)[O-])c1 | 17 | 1 | 0.2 | -1 | 4 | 3 | -12 | 0 | 1 | 0
COc1cc(/C=C(\C#N)c2nc3ccccc3[nH]2)c([N+](=O)[O-])cc1OCc1ccccc1 | 1 | -85 | -1.1 | 85* | 7 | 2 | -5 | 0 | 17 | -3
Nc1ccc2nc(-c3ccc(N)c(Cl)c3)[nH]c2c1 | 7 | -25 | -0.8 | 25 | 3 | -7 | -20 | 3 | 32 | -2
CCN1CCN(c2ccc(S(=O)(=O)N3CCCCC3)cc2NC(=O)COc2ccc(Cl)cc2)CC1 | -2 | -9 | -1.8 | 9 | -4 | -7 | -7 | 7 | -6 | -3
O=C(Nc1ccc(S(=O)(=O)Nc2nccs2)cc1)C1CCCCC1 | -1 | 12 | 0.4 | -12 | -2 | 4 | -11 | 12 | -8 | 0

Printed as active in SR-BI DiI inh, of those listed so far:
compound	DAGLB inhibitor	SR-BI DiI-HDL act	LANA DNA inh	SR-BI DiI inh	PKA-R2B act	PvdQ inh	NSD2 inh	Arr AP2 block	Keap1 Nrf2 FP
COc1cc(/C=C(\C#N)c2nc3ccccc3[nH]2)c([N+](=O)[O-])cc1OCc1ccccc1	1	-85	-1.1	85*	2	-5	0	17	-3
